# Source: PubChem
# TcdB GH inh – TcdB glycohydrolase inhibitors, primary screen, biochemical, single point, plate reader | Toxin B (Clostridioides difficile), P18177 | TcdB glycohydrolase enzymatic assay | inhibition, % at 9.99 µM | 0.24% of 350,000 active | AID 652162, 2013; in the data active means inhibition above about 10%
# The depositor's hits bear a star; & = joins results of further samples.
SMILES,TcdB GH inh
C[C@H](CO)N1C[C@H](C)[C@@H](CN(C)C(=O)Cc2ccncc2)Oc2ncc(C#C[C@@H](C)O)cc2C1=O,0.1
CCS(=O)(=O)N[C@H]1C=C[C@@H](CC(=O)NCc2ccc(Cl)cc2)O[C@H]1CO,0.8
COCC(=O)Nc1ccc2c(c1)[C@@H]1C[C@H](CC(=O)NCc3ccc4c(c3)OCO4)O[C@@H](CO)[C@@H]1O2,-0.5
CC(C)C#Cc1ccc([C@H]2[C@@H](CO)N3CCCCN(S(=O)(=O)Cc4ccccc4)C[C@H]23)cc1,0.2
COCC(=O)N1C[C@H](C)[C@@H](OC)CN(C)C(=O)c2ccc(NC(=O)c3cc(C)on3)cc2OC[C@@H]1C,-0.3
C[C@@H]1CN([C@H](C)CO)C(=O)c2ccccc2-c2ccccc2CO[C@@H]1CN(C)S(=O)(=O)c1ccsc1,-0.7
CO[C@H]1CN(C)C(=O)c2cc(NS(C)(=O)=O)ccc2OC[C@@H](C)N(C(=O)c2ccc3c(c2)OCO3)C[C@H]1C,-1.8
CC(C)C#Cc1ccc2c(c1)O[C@@H](CN(C)S(=O)(=O)c1cn(C)cn1)[C@H](C)CN([C@H](C)CO)S2(=O)=O,-1.7
Cc1ccc(S(=O)(=O)Nc2ccc3c(c2)C(=O)N([C@H](C)CO)C[C@@H](C)[C@@H](CN(C)C(=O)Nc2ccccc2)OCCCC[C@@H](C)O3)cc1,-1.9
C[C@H](CO)N1C[C@H](C)[C@@H](CN(C)S(C)(=O)=O)OCCCC[C@H](C)Oc2ccc(NC(=O)Nc3ccccc3)cc2C1=O,-1.2
O=C(Cc1ccccn1)N[C@@H]1CC[C@@H](CCn2cc(-c3ccc(F)cc3)nn2)O[C@@H]1CO,-0.1
CCNC(=O)C[C@@H]1CC[C@@H]2[C@H](COc3ccc(NC(=O)Nc4ccccc4C)cc3C(=O)N2C)O1,1.1
C[C@@H]1CCCCO[C@@H](CN(C)C(=O)Nc2ccccc2)[C@H](C)CN([C@@H](C)CO)C(=O)c2cc(NS(C)(=O)=O)ccc2O1,0.4
CCOC(=O)N(C)C[C@H]1OCc2cn(nn2)CCCC(=O)N([C@@H](C)CO)C[C@H]1C,0.6
COc1ccc(NC(=O)Nc2ccc3c(c2)CC(=O)N([C@@H](C)CO)C[C@@H](C)[C@H](CN(C)Cc2ccc(-c4ccccc4)cc2)O3)cc1,-1.5
CCCNC(=O)Nc1ccc2c(c1)C(=O)N(C)C[C@H](OC)[C@@H](C)CN(C(C)=O)[C@@H](C)CO2,-0.4
C[C@@H]1CN([C@@H](C)CO)C(=O)c2cc(/C=C/c3ccccc3)cnc2O[C@@H]1CN(C)C(=O)c1cccnc1,3.1
COCCNC(=O)C[C@@H]1CC[C@@H]2[C@@H](COc3ccc(NC(=O)Nc4cccc(F)c4)cc3C(=O)N2C)O1,-0.1
CCC(=O)N(C)C[C@@H]1Oc2ncc(/C=C/c3ccccc3)cc2C(=O)N([C@H](C)CO)C[C@@H]1C,1.8
CO[C@@H]1CN(C)C(=O)c2ccc(NC(C)=O)cc2OC[C@H](C)N(Cc2nccs2)C[C@H]1C,1.5

# Some of the entries above in another layout.
Compound	TcdB GH inh
CCC(=O)N(C)C[C@@H]1Oc2ncc(/C=C/c3ccccc3)cc2C(=O)N([C@H](C)CO)C[C@@H]1C	1.8
CO[C@@H]1CN(C)C(=O)c2ccc(NC(C)=O)cc2OC[C@H](C)N(Cc2nccs2)C[C@H]1C	1.5

# Carrying on:
SMILES,TcdB GH inh
CC(C)CC#Cc1cnc2c(c1)C(=O)N([C@@H](C)CO)C[C@@H](C)[C@H](CN(C)C(=O)CC1CC1)O2,-0.8
O=C(Nc1ccccc1F)N1C[C@H]2[C@@H](c3ccccc31)[C@@H](CO)N2C(=O)Nc1ccccc1,0.4
C[C@@H](NC(=O)C[C@H]1C[C@H]2c3cc(NC(=O)C4CCC4)ccc3O[C@H]2[C@H](CO)O1)c1ccccc1,-0.6
O=C1[C@@H](Cc2ccccc2)CCn2cc(nn2)COCC2CCCN12 (stereo partly specified),0.0
C[C@@H]1CCCCO[C@@H](CN(C)S(=O)(=O)c2ccccc2)[C@@H](C)CN([C@@H](C)CO)C(=O)c2cc(NC(=O)CCCN(C)C)ccc2O1,-11
CN1CCN(C(=O)C[C@@H]2C[C@H]3c4cc(NC(=O)Nc5ccc(C(F)(F)F)cc5)ccc4O[C@H]3[C@@H](CO)O2)CC1,-0.2
CCCC(=O)Nc1ccc2c(c1)OC[C@H](C)N(C(=O)c1ccccc1F)C[C@H](C)[C@@H](OC)CN(C)C2=O,-0.3
Cc1ccc(S(=O)(=O)N(C)C[C@H]2Oc3ncc(C#CC4(O)CCCC4)cc3C(=O)N([C@H](C)CO)C[C@H]2C)cc1,0.7
CC=Cc1ccc2n(c1=O)C[C@H]1[C@H](CO)[C@@H](C(=O)NCc3ccccn3)[C@@H]2N1CC1CC1 (mixture of isomers),1.2
COc1ccc(C#Cc2ccc([C@H]3[C@@H](CO)N4CCCCN(C(=O)Cc5ccncc5)C[C@@H]34)cc2)cc1,-0.8
CCCNC(=O)[C@@H]1[C@@H](CO)[C@@H]2Cn3c(ccc(-c4cccnc4)c3=O)[C@@H]2N1Cc1cocn1,0.3
C[C@@H]1CN([C@@H](C)CO)C(=O)c2cc(C#Cc3cccc(F)c3)cnc2O[C@@H]1CN(C)Cc1ccccn1,-3.1
CN1C(=O)c2cc(NC(=O)C3CCOCC3)ccc2OC[C@H]2O[C@@H](CC(=O)NCC3CCCCC3)CC[C@H]21,-1.1
COc1ccc(S(=O)(=O)Nc2ccc3c(c2)[C@@H]2C[C@@H](CC(=O)NCC4CC4)O[C@H](CO)[C@@H]2O3)cc1,0.1
CO[C@@H]1CN(C)C(=O)c2ccc(NC(=O)C3CCCC3)cc2OC[C@@H](C)NC[C@H]1C,-0.3
CCS(=O)(=O)Nc1ccc2c(c1)C(=O)N(C)[C@H]1CC[C@H](CC(=O)N[C@@H]3CCN(Cc4ccccc4)C3)O[C@H]1CO2,0.4
CCCN(C)C[C@H]1OCCCC[C@H](C)Oc2ccc(N(C)C)cc2C(=O)N([C@H](C)CO)C[C@H]1C,-38
C[C@@H]1CN([C@H](C)CO)C(=O)Cc2cc(NC(=O)c3ccncc3)ccc2O[C@@H]1CN(C)S(=O)(=O)c1ccc(Cl)cc1,0.8
C[C@@H]1CN([C@H](C)CO)S(=O)(=O)c2ccc(-c3ccccc3)cc2O[C@@H]1CN(C)CC1CC1,-1.0
CCc1sc(N2[C@@H](C#N)[C@@H](c3ccccc3-c3cccc(F)c3)[C@@H]2CO)nc1C,0.1

# A draw from above in order of count of non-hydrogen atoms, lowest first:
SMILES,TcdB GH inh
CCOC(=O)N(C)C[C@H]1OCc2cn(nn2)CCCC(=O)N([C@@H](C)CO)C[C@H]1C,0.6
CC=Cc1ccc2n(c1=O)C[C@H]1[C@H](CO)[C@@H](C(=O)NCc3ccccn3)[C@@H]2N1CC1CC1 (mixture of isomers),1.2
C[C@@H]1CCCCO[C@@H](CN(C)S(=O)(=O)c2ccccc2)[C@@H](C)CN([C@@H](C)CO)C(=O)c2cc(NC(=O)CCCN(C)C)ccc2O1,-11

# Single values from the entries so far:
# TcdB GH inh with C[C@H](CO)N1C[C@H](C)[C@@H](CN(C)S(C)(=O)=O)OCCCC[C@H](C)Oc2ccc(NC(=O)Nc3ccccc3)cc2C1=O reads -1.2
# TcdB GH inh with COCCNC(=O)C[C@@H]1CC[C@@H]2[C@@H](COc3ccc(NC(=O)Nc4cccc(F)c4)cc3C(=O)N2C)O1 reads -0.1

# Carrying on.
SMILES,TcdB GH inh
COc1ccc(-c2ccc([C@H]3[C@@H](C#N)N(C(=O)c4cccc(F)c4)[C@H]3CO)cc2)cc1,-0.5
CC(C)NC(=O)Nc1ccc2c(c1)C(=O)N([C@H](C)CO)C[C@@H](C)[C@H](CN(C)S(=O)(=O)c1ccc(F)cc1)OCCCC[C@@H](C)O2,1.1
C[C@H]1CN([C@@H](C)CO)S(=O)(=O)c2ccc(-c3cccc(F)c3)cc2O[C@@H]1CN(C)S(C)(=O)=O,-1.1
C[C@@H]1CN([C@@H](C)CO)S(=O)(=O)c2ccc(-c3ccccc3)cc2O[C@H]1CN(C)Cc1cccc(F)c1,-6.0
COc1cccc(NC(=O)N2CC3(C2)[C@@H](c2ccccc2)[C@@H](CO)N3C(=O)C2CCCC2)c1,0.1
O=C(Nc1ccc2c(c1)[C@H]1C[C@H](CC(=O)N3CCCCC3)O[C@H](CO)[C@H]1O2)c1cccnc1,0.8
CC(=O)N(C)C[C@H]1Oc2ncc(C3=CCCC3)cc2C(=O)N([C@@H](C)CO)C[C@H]1C,0.4
COc1ccc(C#Cc2cccc(-c3nc(C(=O)N4CCN(C)CC4)cc4c3[C@@H](CCO)N(S(=O)C(C)(C)C)C4)c2)cc1OC (stereo partly specified),-1.7
N#C[C@H]1[C@H](c2ccc(C#CC3CCCC3)cc2)[C@H](CO)N1S(=O)(=O)c1ccccc1,-0.1
CO[C@@H]1CC[C@H]2CCOc3c(C#N)cccc3C(=O)N(C)[C@@H](C)C(=O)N(C)C[C@H]1O2,0.6
Cc1ccc(S(=O)(=O)Nc2ccc3c(c2)C(=O)N([C@H](C)CO)C[C@H](C)[C@@H](CN(C)S(=O)(=O)c2ccc(C)cc2)O3)cc1,-1.1
C[C@H](CO)N1C[C@H](C)[C@@H](CN(C)Cc2ccc(C(=O)Nc3ccccc3N)cc2)Oc2ccc(NC(=O)NC3CCCCC3)cc2CC1=O,0.3
C[C@@H]1CN([C@H](C)CO)C(=O)c2cc(NC(=O)Nc3cccc4ccccc34)ccc2O[C@@H]1CN(C)C(=O)Nc1ccc(C(F)(F)F)cc1,0.1
C[C@H]1CN([C@@H](C)CO)C(=O)CCCn2nncc2CO[C@H]1CN(C)Cc1ccc2c(c1)OCCO2,-1.3
COc1cccc(C#Cc2ccc([C@H]3[C@H]4CN(C(=O)c5ccncc5)CC(=O)N4[C@H]3CO)cc2)c1,0.0
Cc1ccc(S(=O)(=O)Nc2ccc3c(c2)C(=O)N([C@H](C)CO)C[C@H](C)[C@@H](CN(C)C(=O)Nc2ccc(F)cc2)OCCCC[C@H](C)O3)cc1,-0.5
O=C(CN1CCOCC1)NCC[C@H]1CC[C@H](NC(=O)Nc2ccc(Cl)cc2)[C@H](CO)O1,1.1
N#C[C@@H]1[C@@H](c2ccccc2)[C@@H](CO)N1C(=O)c1cccnc1,-0.2
CNC[C@H]1OCCCC[C@H](C)Oc2ccc(N)cc2C(=O)N([C@@H](C)CO)C[C@@H]1C,0.5
O=C(C[C@@H]1C=C[C@@H](NS(=O)(=O)c2ccc(F)cc2)[C@H](CO)O1)NC1CCCCC1,1.3
COCC(=O)Nc1ccc2c(c1)C(=O)N(C)[C@@H]1CC[C@H](CC(=O)NCCc3ccccc3)O[C@@H]1CO2,-0.5
C[C@@H]1CN([C@H](C)CO)C(=O)c2ccccc2-c2ccccc2CO[C@@H]1CN(C)S(=O)(=O)c1cccc(C#N)c1,0.4
CCN(C[C@H]1N[C@H](CO)[C@H]1c1ccc(-c2ccccc2)cc1)C(=O)COC,-0.3
C[C@@H](NC(=O)C[C@H]1CC[C@H](NC(=O)C2CC2)[C@@H](CO)O1)c1ccccc1,-0.7
O=C(Nc1ccc2c(c1)[C@H]1C[C@@H](CC(=O)N3CCOCC3)O[C@H](CO)[C@H]1O2)Nc1ccccc1F,0.5
C[C@H]1CN([C@@H](C)CO)C(=O)Cc2cc(NC(=O)Nc3ccc(C(F)(F)F)cc3)ccc2O[C@H]1CN(C)S(C)(=O)=O,1.4
COc1cccc(-c2ccc3n(c2=O)C[C@@H]2[C@@H](CO)[C@H](C(=O)NCC4CC4)N(C)[C@H]32)c1,0.5
O=C(CN1CCOCC1)N1CCCCN2[C@@H](CO)[C@@H](c3ccc(-c4ccccc4)cc3)[C@@H]2C1,0.3
Cc1ccccc1-c1ccc(C2[C@@H]3CN(C(=O)Nc4cccc(F)c4)C[C@H]2N3)cc1 (stereo partly specified),-0.9&1.7
C[C@@H]1CN([C@H](C)CO)C(=O)Cc2cc(NC(=O)Cc3cn(C)c4ccccc34)ccc2O[C@@H]1CN(C)Cc1ccc2c(c1)OCO2,-10
CN1c2ccc(Br)cc2[C@H]2[C@H](CCN2C(=O)Cc2cccnc2)[C@H]1CO,-1.1
C[C@@H]1CN([C@@H](C)CO)C(=O)Cc2cc(NS(=O)(=O)c3ccc(F)cc3)ccc2O[C@H]1CN(C)C(=O)Nc1ccc(F)cc1,0.7
COCC#Cc1cnc2c(c1)C(=O)N([C@H](C)CO)C[C@@H](C)[C@H](CN(C)C(=O)C1CC1)O2,-1.6
CO[C@H]1CN(C)C(=O)c2ccc(NS(=O)(=O)CC(F)(F)F)cc2OC[C@H](C)N(CCC(F)(F)F)C[C@@H]1C,0.7
C[C@@H]1CN([C@H](C)CO)C(=O)c2cccc(NS(=O)(=O)c3ccc(F)cc3)c2O[C@H]1CN(C)Cc1ccc(C(=O)O)cc1,-1.2
CN1C(=O)c2cc(NC(=O)c3ccccc3Cl)ccc2OC[C@H]2O[C@@H](CC(=O)O)CC[C@@H]21,0.3
CCNC(=O)C[C@@H]1CC[C@@H](NC(=O)C2CCOCC2)[C@H](CO)O1,2.0
CCCNC(=O)Nc1ccc2c(c1)C(=O)N(C)C[C@H](OC)[C@@H](C)CN(C(=O)C1CCCCC1)[C@@H](C)CO2,0.2
COc1ccc(C#Cc2cnc3c(c2)C(=O)N([C@@H](C)CO)C[C@@H](C)[C@H](CN(C)CC2CCOCC2)O3)cc1,1.2
Cc1noc(C)c1NC(=O)N(C)C[C@@H]1Oc2ccc(NS(=O)(=O)c3c(C)noc3C)cc2CC(=O)N([C@@H](C)CO)C[C@H]1C,0.0
CC(C)NC(=O)Nc1ccc2c(c1)C(=O)N([C@H](C)CO)C[C@H](C)[C@@H](CN(C)C(=O)C1CCCCC1)OCCCC[C@H](C)O2,0.1

# A portion of the library; the hit share may differ from the screen's.
